Screens (PubChem)
Cycloheximide cs = Cycloheximide Counterscreen for Small Molecule Inhibitors of Shiga Toxin | cell reporter, cycloheximide protein synthesis inhibition counterscreen | max response, % | 12% of 300,000 active; in the data active means max response mostly above about 13%, no sharp cut-off; inactive means mostly below about 14%; further: read at 38.3 µM for the half of the compounds with a filed dose; 0% is about no effect
Pf growth 96h = Primary qHTS for delayed death inhibitors of the malarial parasite plastid, 96 hour incubation; Potency, µM (highest dose often 28.7 µM), without a hit: at the highest dose activity change, negative = inhibition, hits mostly inhibitors; 6.9% of 320,000 active; AID 504834, 2011; P. falciparum luciferase reporter growth, 96 h; further: potency means the concentration at half of the fitted maximal effect; on the % scale 0 is the no-effect control and ±100 the full control effect
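Cell-based qHTS: luciferase-tagged P. falciparum in erythrocytes (2% hematocrit, 0.05% parasitemia final) incubated with compounds for 96 hours, 37 C, 5% CO2; luciferase detection reagent then added and luminescence measured.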
Shiga toxin inh = A qHTS for Small Molecule Inhibitors of Shiga Toxin; Vero cells, Shiga toxin protein synthesis inhibition reporter; 9.2% of 290,000 active; inhibition, % at 38.7 µM; in the data active means inhibition mostly above about 28%, no sharp cut-off; inactive means mostly below about 43%; further: 0% is about no effect
Pf growth 48h = Primary qHTS for delayed death inhibitors of the malarial parasite plastid, 48 hour incubation; P. falciparum luciferase growth in erythrocytes, 48 h; Potency, µM (titrated, usually from 28.7 µM), for the others: top-dose activity change, negative = inhibition, actives largely listed as inhibitors; 5.9% of 310,000 active; AID 504832, 2011; further: potency means the concentration at half of the fitted maximal effect; on the % scale 0 is the no-effect control and ±100 the full control effect
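Erythrocytes infected with P. falciparum carrying an integrated firefly luciferase reporter (2% hematocrit, 0.1% parasitemia final) were exposed to compounds in RPMI 1640 with 0.5% Albumax at 37 C, 5% CO2. Growth inhibition was scored as reduced luminescence.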
AmpC inh no detg = qHTS Inhibitors of AmpC Beta-Lactamase (assay without detergent); P00811; AmpC nitrocefin hydrolysis, absorbance 480 nm, 0.0001% Triton; Potency, µM (highest dose often 57.1 µM), for the others: at the highest dose activity change, negative = inhibition, hits mostly inhibitors; 0.52% of 330,000 active;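 further: potency means the concentration at half of the fitted maximal effect; plate controls were no compound for no effect and no enzyme for full effect; nearly all actives have a fitted effect of over 20% in size; some results filed as inactive show a strong effect at the top dose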
Target sequence (P00811 whole entry, looked up): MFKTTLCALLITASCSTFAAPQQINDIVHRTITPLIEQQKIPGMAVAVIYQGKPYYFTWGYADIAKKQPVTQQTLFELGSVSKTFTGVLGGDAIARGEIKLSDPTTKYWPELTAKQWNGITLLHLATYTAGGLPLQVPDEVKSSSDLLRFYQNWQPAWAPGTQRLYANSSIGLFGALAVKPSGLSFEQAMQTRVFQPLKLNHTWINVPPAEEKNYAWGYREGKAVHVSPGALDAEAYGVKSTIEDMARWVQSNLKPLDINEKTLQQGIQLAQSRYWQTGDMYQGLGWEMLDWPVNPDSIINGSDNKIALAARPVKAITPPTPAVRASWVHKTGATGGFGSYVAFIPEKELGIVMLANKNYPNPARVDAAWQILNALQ
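20 mM phosphate pH 7.0 + 0.01% (detergent screen) or 0.0001% Triton X-100; 5.3 nM AmpC reagent; cpd preinc 15 min RT; nitrocefin (800 uM stock) to start; A480 q20 s × 4 min; Activity was normalised to no-enzyme and no-compound control wells.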
Tb PYK inh = qHTS of Trypanosoma Brucei Inhibitors | pyruvate kinase (Trypanosoma brucei), Q57TT1 | TbPYK enzyme, Kinase-Glo Plus ATP luminescence, 45 min | Potency, µM (titrated, usually from 76.8 µM), for inactives: top-dose activity, negative = inhibition, hits mostly inhibitors | 0.12% of 410,000 active; further: potency means the concentration at half of the fitted maximal effect; on the % scale 0 is the no-effect control and ±100 the full control effect; nearly all actives have a fitted effect of over 50% in size
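Luminescent Kinase-Glo Plus end-point after 45 min room-temperature reaction of T. brucei pyruvate kinase started with 130 uM ADP (final). Buffer TEA 50 mM pH 7.2 with KCl, MgCl2, BSA, Tween-20; titration-based qHTS with fitted concentration-effect curves.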
LmPK inh = qHTS Assay for Inhibitors of Leishmania Mexicana Pyruvate Kinase (LmPK). Q27686. purified LmPK, Kinase-Glo ATP luminescence, 1 h. Potency, µM (titrated, usually from 57.5 µM), for inactives: at the top dose activity change, negative = inhibition, most hits filed as inhibitors. 0.37% of 290,000 active; further: potency means the concentration at half of the fitted maximal effect; on the % scale 0 is the no-effect control and ±100 the full control effect
Target sequence (Q27686 whole entry, looked up): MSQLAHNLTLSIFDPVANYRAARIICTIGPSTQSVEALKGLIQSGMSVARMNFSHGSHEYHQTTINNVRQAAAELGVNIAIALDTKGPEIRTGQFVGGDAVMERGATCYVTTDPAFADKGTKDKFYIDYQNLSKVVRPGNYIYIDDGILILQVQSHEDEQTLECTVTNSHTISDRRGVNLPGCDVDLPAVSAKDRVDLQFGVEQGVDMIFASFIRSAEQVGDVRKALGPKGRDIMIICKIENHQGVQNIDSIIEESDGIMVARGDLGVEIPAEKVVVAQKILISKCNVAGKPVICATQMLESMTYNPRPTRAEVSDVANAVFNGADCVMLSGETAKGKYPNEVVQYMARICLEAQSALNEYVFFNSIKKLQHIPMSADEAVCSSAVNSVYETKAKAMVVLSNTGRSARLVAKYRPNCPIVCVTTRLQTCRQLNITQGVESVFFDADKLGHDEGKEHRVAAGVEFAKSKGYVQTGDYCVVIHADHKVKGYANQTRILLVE
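Pyruvate kinase activity monitored as ATP production (luciferase luminescence). Conditions: 0.1 nM enzyme, 0.5 mM PEP, 0.1 mM ADP, 1 h, RT; normalized against uninhibited and no-enzyme wells.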
An asterisk follows results filed as active; ? = inconclusive; / = no result given; & = joins results of further samples; [ ] = another dose, or the depositor's remark. Unless noted, the call rests on the fitted dose curve; in most records, active means well fitted curve in the direction sought with a large enough effect; inconclusive means small, poorly fitted or top-dose-only effect, or another doubt; inactive means no such curve, though single readings can be large; an effect the other way counts as inactive or inconclusive.

SMILES | Cycloheximide cs | Pf growth 96h | Shiga toxin inh | Pf growth 48h | AmpC inh no detg | Tb PYK inh | LmPK inh
CCOC(=O)c1ccc(N=C(c2ccccc2)c2c(O)n(C)c(=O)n(C)c2=O)cc1 | 6 | 18% | 12 | 81%[activator] | -19% | -12% | 3%
CCOC(=O)c1cc2sc(C)cc2n1CCCN1C(=O)c2ccccc2C1=O | -1 | ? | -13 | 4% | -12% | 3% | -3%
CC(=O)c1cccc(NC(=O)N2CCCC2C(=O)NC2CCCCC2)c1 (centres undefined) | 5 | ? | -22 | -5% | -23% | 1% | 1%
Cc1cccc(C)c1NC(=S)Nc1c(C)n(C)n(-c2ccccc2)c1=O | -4 | 41%[activator] | -15 | 13% | -12% | 5% | -5%
ON1C2CCCCC2N(O)C1c1ccccc1 (centres undefined) | 11 | 13% | -17 | / | -11% | 2% | 1%
CCOC(=O)c1sc(SC)nc1N | 16* | -2% | 20 | 44%[activator] | -15%[11.4 µM] | 5% | -5%
COc1ccc(C2C(C(=O)c3ccccc3)=C(C)Nc3nc4ccccc4n32)c(OC)c1 (centres undefined) | 31* | ? | 43* | ? | -4% | 0% | -1%
Cc1cc(=O)oc2cc(OCC(=O)Nc3c(C)n(C)n(-c4ccccc4)c3=O)c(Cl)cc12 | / | 2% | / | -3% | -19% | 2% | /
O=C(Nc1ccc(Cl)cc1C(=O)NCc1cccnc1)c1ccc(Cl)cc1Cl | -3 | 3.3µM* | -6 | 8.3µM* | -33% | -17% | -1%
CCOc1ccc2c3c(c(=O)oc2c1OCC)CCCC3 | 11 | -6% | 18 | 9% | -16% | -5% | 3%
CCCCN(C)CCCNC(=O)C1CCC(CNS(=O)(=O)c2c(C)cc(C)cc2C)CC1 (centres undefined) | -1 | 0% | -22 | ? | 134%[activator] | -1% | 1%
Cc1cc(O)c(C2=Nc3ccccc3SC(c3ccc(Cl)cc3)C2)c(=O)o1 (centres undefined) | 48* | 213%[activator] | 34* | 218%[activator] | -32% | -12% | 2%
CC(C)NC(=O)CCS(=O)(=O)c1cccc2nonc12 | -1 | / | 37 | / | -16% | -5% | 0%
O=C(N/N=C/C1=C(N2CCOCC2)C(=C\c2ccccc2)/CC1)Nc1ccccc1 | -2 | 42%[activator] | -4 | 3% | -23% | 9% | -3%
Cc1ccc(NC(=O)CSc2sc3c(O)cc(=O)[nH]c3c2C#N)cc1C | -5 | -12% | -12 | 16% | -26% | -9% | -3%
CCOC(=O)c1c(NC(=O)C2C3CCC(O3)C2C(=O)O)sc2c1CCCC2 (centres undefined) | 1 | 44%[activator] | -6 | 6% | -16% | -6% | 3%
O=C(CSc1nnc(COc2ccc(Cl)cc2)o1)NC1CC2CCC1C2 (centres undefined) | 8 | -26% | 21 | 15% | -23% | -2% | -1%
COc1cccc(C(=O)C2CCCN(Cc3ccc(F)cc3)C2)c1 (centres undefined) | -2 | -25% | -2 | ? | -17% | 2% | 0%
CC(C)Cn1c(SCC(=O)N(C)c2c(N)n(Cc3ccccc3)c(=O)[nH]c2=O)nc2ccccc21 | / | 4% | / | -3% | -7% | 1% | /
CCOC(=O)c1ccc2c(c1)N(CC(=O)N1CCCCC1)C(=O)C(C)(C)O2 | 3 | 361%[activator] | 1 | -6% | 46% | -8% | -1%
CC(C)c1ccc(/C=N/NC(=O)C2CCCC2)cc1 | 80* | ? | 88* | 108%[activator] | -21% | -4% | -4%
COc1ccccc1CNC(=O)c1ccc(-c2ccccc2C(F)(F)F)o1 | -1 | ? | 11 | ? | -21% | -1% | 3%
O=Cc1cn(CC(=O)N2CCCCCC2)c2ccccc12 | -2 | -8% | -8 | 3% | -6% | -4% | -1%
COC(=O)Cn1c2ccc(Cl)cc2c2nc(C)sc21 | 1 | 19% | -11 | 7% | 5% | -20% | 2%
CCOC(=O)c1cc(-c2ccccc2)nn1CCC#N | 7 | ? | 13 | ? | -3% | 1% | 0%
Cc1c(Cl)cnc(NC(=O)COC(=O)/C=C/c2ccco2)c1Cl | / | 44%[activator] | / | 31%[activator] | -31% | -22% | /
CCc1nnc(NS(=O)(=O)c2ccc(Nc3ccc4nonc4c3[N+](=O)[O-])cc2)s1 | -3 | ? | -28 | 1% | -18% | 3% | -1%
COc1ccc(-c2cc(C(F)(F)F)nc(N3CCOCC3)n2)cc1OC | -4 | ? | 37 | ? | 7% | 0% | 6%
CC(=O)Nc1nc(SCC(=O)Nc2nnc(C)s2)[nH]c(=O)c1NC(=O)c1cccs1 | 12 | 15% | -15 | 9% | -10% | 1% | -5%
COc1cccc(/C=N/n2nnnc2N)c1O | 21* | 34%[activator] | 59* | 25% | -26% | -3% | -12%

Structural class, those above containing a CF3 group (two)
SMILES | Cycloheximide cs | Pf growth 96h | Shiga toxin inh | Pf growth 48h | AmpC inh no detg | Tb PYK inh | LmPK inh
COc1ccccc1CNC(=O)c1ccc(-c2ccccc2C(F)(F)F)o1 | -1 | ? | 11 | ? | -21% | -1% | 3%
COc1ccc(-c2cc(C(F)(F)F)nc(N3CCOCC3)n2)cc1OC | -4 | ? | 37 | ? | 7% | 0% | 6%

Continuation.
SMILES | Cycloheximide cs | Pf growth 96h | Shiga toxin inh | Pf growth 48h | AmpC inh no detg | Tb PYK inh | LmPK inh
CC1(C)CC(=O)c2cc(C(=O)Nn3cnnc3)c(=O)n(-c3ccccc3)c2C1 | -3 | -24% | -12 | -23% | -14% | -11% | 2%
O=C(NCCc1ccccc1)c1ccc2c(c1)N(Cc1ccccc1)C(=O)CS2=O (centres undefined) | -1 | -1% | 20 | ? | 5µM* | -6% | 4%
COc1ccc(-n2c(=S)[nH]c3cc(C(=O)NCc4ccccc4)ccc3c2=O)c(OC)c1 | -3 | 0% | 25 | -6% | -23% | -5% | -1%
Cc1cc(=O)[nH]c(N/N=C/c2sccc2C)n1 | 47* | ? | 81* | 139%[activator] | -22% | 2% | ?
CCOc1ccc(-c2nnn(CC(=O)NCc3ccc(OC)cc3)n2)cc1OCC | -7 | -16% | -15 | -8% | -1% | -9% | 2%
CN1C(=O)C(Cc2c[nH]c3ccccc23)C(=O)N(C)C1=O | 5 | / | -10 | -22% | 13% | / | 1%
CC(=O)Nc1cc2ccccc2oc1=O | 13 | 235%[activator] | 22 | 10% | 22% | 6% | 0%
O=c1nc(-c2ccccc2)c(-c2ccccc2)n[nH]1 | -6 | 7% | -1 | 23% | -11% | 4% | 4%
CCn1cc(Br)c(-c2nc3ccccc3c(=O)n2N)n1 | 27* | 25% | 75* | 50%[activator] | / | -4% | 1%
CN(CCCNC(=O)CCC(=O)N1CCOc2ccccc21)Cc1ccccc1 | -1 | -10% | -1 | -10% | 40% | -2% | -4%
CCN(Cc1ccccc1)C(=O)Cn1c(=O)n(CCC(=O)N2CCCCC2)c(=O)c2sccc21 | -2 | ? | -12 | -10% | 29% | -8% | 2%
O=C(NCCC1=CCCCC1)c1cc(S(=O)(=O)N2CCOCC2)ccc1F | / | -17% | / | -5% | 25% | -2% | /
Cc1ccc(NC(=O)CSC(C)C(=O)OC(C)C(=O)NC2CCCCC2C)cc1 (centres undefined) | / | 9% | / | -18% | 32% | -6% | /
Cc1ccccc1NS(=O)(=O)c1cc(S(C)(=O)=O)ccc1Cl | -2 | / | -6 | 0% | -9% | -1% | 3%
C=CCOC(=O)C(=O)/C=C/c1ccc2c(c1)Cc1ccccc1-2 | 14* | 0% | 25 | 0% | -59% | -3% | -2%
CC1CCC(NC(=O)CN(C)S(=O)(=O)c2ccc3c(c2)CCC(=O)N3)CC1 (centres undefined) | -4 | 1.5µM* | -3 | -15% | 4% | 1% | 3%
CCN(CC)C(=O)C1CCN(C(=O)c2oc3ccc(C)cc3c2C)CC1 | 17* | -21% | 16 | 25% | 101%[activator] | 2% | -13%
CCOc1c(C(N)=O)cc([N+](=O)[O-])cc1[N+](=O)[O-] | -2 | 26% | -6 | -7% | -12% | -3% | 0%
CN(C)c1ccc(/C=N/NC(=O)c2cc(-c3ccc4c(c3)OCO4)n[nH]2)cc1 | 31* | 12% | 60* | 30%[activator] | -47% | -8% | -1%
COc1ccnc2c1c(=O)n(Cc1ccc(Cl)cc1Cl)c(=O)n2C | -3 | ? | -7 | ? | 56% | -2% | -5%
CCOc1ccccc1NC(=O)CSc1ncnc2c1oc1ccccc12 | 23* | 275%[activator] | -12 | -15% | -13% | 3% | 5%
COc1cccc(C(=O)N/N=C/c2cn[nH]c2-c2ccc(OC)cc2OC)c1 | 17* | 0% | 13 | 20% | -28% | 3% | 2%
O=C(Cc1ccccc1[N+](=O)[O-])Nc1ccccc1C(=O)N1CCCC1 | -3 | -13% | -6 | 28% | -4% | -4% | -4%
CCCOc1ccc(OCCOCCNCc2ccccc2)cc1 | -1 | -3% | -9 | -15% | 28% | 27% | -6%
CCC(OC(=O)c1ccco1)C(=O)NCc1ccc(OC)cc1 (centres undefined) | -5 | 31%[activator] | -5 | 16% | -6% | -11% | -5%
COCCN1Cc2cccc(C(=O)NCc3ccccn3)c2C1=O | 1 | -10% | -6 | / | -11% | 1% | 4%
COc1ccccc1Nc1nc(N)nc(CSc2nccn2C)n1 | 6 | -18% | 45* | 22% | -9% | 3% | -1%
COc1ccc(N2CCN(CCCNC(=O)C(=O)c3c(C)n(C)c4ccccc34)CC2)cc1 | 0 | 15µM* | -7 | ? | 146%[activator] | 0% | 2%
Fc1cccc(CSc2nc3ncccc3[nH]2)c1 | 51* | 12µM* | 94* | ? | -16% | -8% | -2%
Cc1nc(SCC(=O)NC(=O)NCc2ccccc2)nc(C)c1C | 6 | -3% | -12 | / | 14% | 3% | 10%
CC(=O)OC1C2CCCC1C(N1CCCC1)CC2 (centres undefined) | 5&-1 | 36%[activator] | -5&-13 | 0%&0% | -6%&-21% | -6%&-3% | 4%&-3%
CC(C(=O)NCc1cccs1)n1cccc1 (centres undefined) | -3 | ? | 37 | 7% | -15% | 0% | -1%
Cc1cc(Br)c2c(c1)=C(c1sc(N3CCCCCC3)nc1O)C(=O)N=2 | 17* | 23% | 63* | ? | ? | 0% | -3%
CSc1ccccc1C(=O)NCc1cccnc1 | -4 | 17% | -12 | 1% | -40% | 2% | 0%

A draw from above in order of count of non-hydrogen atoms, low to high:
SMILES | Cycloheximide cs | Pf growth 96h | Shiga toxin inh | Pf growth 48h | AmpC inh no detg | Tb PYK inh | LmPK inh
CC(C(=O)NCc1cccs1)n1cccc1 (centres undefined) | -3 | ? | 37 | 7% | -15% | 0% | -1%
Fc1cccc(CSc2nc3ncccc3[nH]2)c1 | 51* | 12µM* | 94* | ? | -16% | -8% | -2%
Cc1nc(SCC(=O)NC(=O)NCc2ccccc2)nc(C)c1C | 6 | -3% | -12 | / | 14% | 3% | 10%
